Screening data (PubChem BioAssay)
bIAP activator – bovine intestinal alkaline phosphatase activators, primary screen, biochemical, bovine IAP, CDP-star luminescence. AID 1016, 2008. purified bovine IAP, 30 min; hits give high values; fold of DMSO-control signal, blank-subtracted. activation factor at 20 µM. 200,000 compounds, 0.17% hits;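 active means activation factor of 2 or more at 20 µM, a signal rise over negative controls twice the positive control's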
TNAP act hi DEA – TNAP activators at high phosphate acceptor level, primary screen, biochemical, luminescence, uHTS. 200,000 tested, under 10 active. purified TNAP, CDP-star luminescence, 1 M DEA, 30 min; hits give high values; 0 = EDTA background, 1 = DMSO-only activity. activation factor at 20 µM;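 active means activation factor at least 2 at 20 µM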
Target sequence (P05186 whole entry, looked up): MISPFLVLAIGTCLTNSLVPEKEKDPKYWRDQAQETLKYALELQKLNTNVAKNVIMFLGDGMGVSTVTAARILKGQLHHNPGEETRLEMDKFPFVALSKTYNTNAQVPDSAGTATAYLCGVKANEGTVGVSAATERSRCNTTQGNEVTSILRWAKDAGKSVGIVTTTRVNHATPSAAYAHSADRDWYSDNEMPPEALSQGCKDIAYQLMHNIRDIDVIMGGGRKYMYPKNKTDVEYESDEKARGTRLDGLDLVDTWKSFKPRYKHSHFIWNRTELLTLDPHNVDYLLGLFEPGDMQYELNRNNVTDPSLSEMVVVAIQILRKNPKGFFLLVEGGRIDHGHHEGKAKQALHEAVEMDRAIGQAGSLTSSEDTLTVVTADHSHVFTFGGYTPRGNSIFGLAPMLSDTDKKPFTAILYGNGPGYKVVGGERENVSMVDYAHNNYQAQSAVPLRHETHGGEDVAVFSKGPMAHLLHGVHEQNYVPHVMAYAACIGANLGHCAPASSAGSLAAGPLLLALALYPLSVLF
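Control set: EDTA negative control, DMSO positive control / Assay system: human TNAP / Quantity: TNAP 1/800 final / Evaluation: TNAP activation factor scaled between EDTA and DMSO control wells / Measured by: luminescent substrate turnover signal / Compound dosing: one dose, 20 µM / Times: 30 min enzyme reaction at room temperature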
bIAP inh – bovine intestinal alkaline phosphatase inhibitors, primary screen, selectivity assay for TNAP inhibitor project, biochemical, bovine IAP, CDP-star luminescence; alkaline phosphatase, intestinal [Bos taurus]; purified bovine IAP, 30 min; inhibition, % at 20 µM; 190,000 tested, under 10 active; AID 1019, 2008;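 active means over 50% inhibition of intestinal alkaline phosphatase at 20 µM in the single-dose screen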
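System: Purified bovine intestinal alkaline phosphatase (IAP) enzyme | Input: IAP diluted 1/65,000,000 in the well | Also added: CDP-star chemiluminescent phosphatase substrate, 30 µM final | Dosing: 20 µM single dose | Times: Enzyme reaction for 30 min at room temperature | Detection: Luminescence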
TNAP inh no acc – human TNAP enzyme inhibitors, primary screen, biochemical, luminescent, no phosphate acceptor, uHTS. AID 1012, 2008. inhibition, % at 20 µM. purified TNAP, CDP-star luminescence, 30 min. 200,000 compounds, 0.26% hits. Alkaline phosphatase, tissue-nonspecific isozyme (Homo sapiens), P05186;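 active means tissue-nonspecific alkaline phosphatase inhibition above about 50% at 20 µM in the single-dose screen, limit read from the data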;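 further: 0% = DMSO negative control and 100% = EDTA positive control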
L major viab – Leishmania major promastigote growth inhibition, primary screen; Leishmania major promastigotes, resazurin fluorescence viability; inhibition, % at 10 µM; 200,000 compounds, 9% hits; AID 1063, 2008; in the data active means inhibition above about 50%;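 further: promastigotes grown with compound for 44 hours at 28 °C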
TNAP inh hiacc – human TNAP enzyme inhibitors, primary screen, biochemical, luminescent, high phosphate acceptor level, uHTS. purified TNAP, CDP-star luminescence, 1 M DEA. inhibition, % at 20 µM. 200,000 compounds, 0.03% hits;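 active means over 50% inhibition of tissue-nonspecific alkaline phosphatase at 20 µM in the single-dose screen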;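 further: plate controls were DMSO wells for no effect and EDTA-quenched wells as full inhibition for full effect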
FLuc inh counter – firefly luciferase enzyme inhibitors, primary screen, artefact control for luciferase-based inhibitor screens, biochemical, luminescence, ATPLite | Luciferin 4-monooxygenase (Photinus pyralis), P08659 | 10 min | inhibition, % at 10 µM | 200,000 compounds, 1.5% hits;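 active means inhibition above about 50% when tested at 10 µM, limit read from the data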
Target sequence (P08659 whole entry, looked up): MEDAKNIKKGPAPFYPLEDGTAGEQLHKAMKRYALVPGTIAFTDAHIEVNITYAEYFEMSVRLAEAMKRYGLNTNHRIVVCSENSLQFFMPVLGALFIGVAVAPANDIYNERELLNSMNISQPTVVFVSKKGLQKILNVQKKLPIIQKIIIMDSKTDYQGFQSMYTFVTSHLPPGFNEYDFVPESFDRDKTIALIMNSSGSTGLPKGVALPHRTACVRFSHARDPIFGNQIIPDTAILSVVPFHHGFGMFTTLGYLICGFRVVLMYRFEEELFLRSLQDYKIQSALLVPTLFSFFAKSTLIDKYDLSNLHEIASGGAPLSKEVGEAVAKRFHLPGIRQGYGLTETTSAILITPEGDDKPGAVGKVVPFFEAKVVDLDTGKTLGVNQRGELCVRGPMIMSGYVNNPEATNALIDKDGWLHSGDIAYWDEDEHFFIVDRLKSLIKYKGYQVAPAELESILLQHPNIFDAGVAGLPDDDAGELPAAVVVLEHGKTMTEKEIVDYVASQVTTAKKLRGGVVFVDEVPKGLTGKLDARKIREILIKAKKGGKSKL
FLuc stim CS – FLuc activators, initial screening, artefact control for FLuc-dependent activation tests, biochemical, ATPlite luminescence; Luciferin 4-monooxygenase (Photinus pyralis), P08659; ATPlite luciferase biochemical, 10 min; 0 = ATP-free wells, 1 = DMSO control; activation factor at 10 µM; 200,000 tested, under 10 active; AID 1027, 2008;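 active means luciferase activation factor, scaled between plate controls, of at least 2 with compound at 10 µM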
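System: cell-free luciferase reagent; medium: PBS as buffer for the ATP substrate; doses: test compounds dosed from 2 mM stocks in 100% DMSO; incubation: 10 min, room temperature; measured by: luminescence from luciferase reaction; read-out: luciferase activation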
APP transl inh – inhibitors of APP translation via 5'UTR reporter, primary screen, APP 5'UTR luciferase, SH-SY5Y cells; SH-SY5Y APP 5'UTR-luciferase reporter, luminescence; inhibition, % at 2 µM; 190,000 compounds, 0.82% hits; AID 1285, 2008;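 active means inhibition above a set limit, derived from the sample mean plus 3 SD, cut at about 45% in these data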; further: values of inactives mirror those of a sister screen read the other way
RAM network inh – inhibitors of the yeast RAM network, primary screen, dse1pr::URA3 reporter, 5-FOA selection | S. cerevisiae dse1pr::URA3 reporter, 5-FOA growth OD615, 2 d; analog-sensitive cbk1-as2 kinase mutant strain | inhibition, % at 50 µM | 190,000 compounds, 1.8% hits | AID 868, 2007;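 active means inhibition above a set limit, 3 SD over mean compound inhibition, cut at about 8.4% in these data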;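 further: 0% = DMSO-only wells with no growth and 100% = 10 µM 1-NA-PP1 full growth; inhibition rescues growth on 5-FOA so higher OD means more RAM inhibition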
* marks the source's active call; other numbers are inactive results; x = not tested or not shown.

SMILES	bIAP activator	TNAP act hi DEA	bIAP inh	TNAP inh no acc	L major viab	TNAP inh hiacc	FLuc inh counter	FLuc stim CS	APP transl inh	RAM network inh
CCOc1ccc(/C=N/NC(=O)c2nnn(-c3nonc3N)c2-c2ccc(OCC)cc2)cc1	1	1	5	-12	-1	3	-3	1	-6	9.4*
CCc1cc(=O)[nH]c(-n2[nH]c(-c3ccccc3)cc2=O)n1	1.4	1	-42	-94	-17	-3	-3	1	1	1.6
CN(C)C(=O)c1ccc2c(c1)n(C)c(=O)n2C	0.9	1	8	-9	-4	-1	-6	1.1	15	-1.1
CC(C)C(=O)Nc1ccc(C(=O)NNC(=O)C(c2ccccc2)c2ccccc2)cc1	1	1	-5	-15	-12	-3	-7	1.1	1	4.5
CCN(CCO)Cc1csc2ccc(C(C)(C)C)cc12	1	1	4	0	43	2	-2	1	-12	-0.4
CCOc1ccc(C(F)(F)F)cc1NC(C)=O	0.9	1.1	10	-2	2	-5	-9	1.1	-12	-0.5
CCOC(=O)c1cc(CC)sc1NC(=O)c1cc(OC)c(OC)c(OC)c1	1	1	1	-16	2	-3	-4	1	-1	11*
COc1ccc(C2C(C#N)=C(N)OC3=C2C(=O)CCC3)cc1Cn1cc([N+](=O)[O-])cn1 (stereo not given)	0.5	1	x	-12	2	-4	-1	1	-2	2.0
COCCn1c(=NC(=O)c2ccc(S(=O)(=O)N3CCc4ccccc4C3)cc2)sc2cc(S(N)(=O)=O)ccc21	0.8	1	22	-3	99*	-1	-4	1	-9	6.3
C#CCn1c(=NC(=O)c2ccc(Cl)s2)sc2cccc(OC)c21	0.9	1	8	-9	2	2	-2	1	-3	4.8
CCC(C)(C)n1nnnc1C(c1cc2cccc(C)c2[nH]c1=O)N1CCN(C(=O)c2ccco2)CC1 (stereo not given)	1	1	-4	-4	-3	0	4	1	12	-0.8
Cc1cc(C)cc(OCC(=O)OCC(=O)Nc2ccc(Cl)cn2)c1	1	1	4	-1	-11	2	1	1	0	2.7
Cc1noc(C)c1CSc1nc2sc3c(c2c(=O)n1C)CCCC3	1	1.1	-1	-37	0	-7	-4	1	-18	2.1
C/C(CC(=O)Nc1ccc(C)cc1C)=N\NC(=O)C(C)C	1	1.1	-2	-7	13	-7	-8	1.1	-14	2.4
CN(C)CCN(C(=O)/C=C/c1cccs1)c1nc2ccc(F)cc2s1	0.8	1	15	8	3	1	-2	1	1	0.4
CC(C)=CC(=O)OCC(=O)NC(=O)NC(C)(C)C	0.9	1	15	-6	-4	1	-2	1	-11	1.4
O=C(Nc1ccc2c(c1)OCCO2)c1cc2sccc2n1Cc1ccccc1	0.9	1	5	7	47	0	3	1	-30	3.3
O=C(NCCN1CCN(c2ccccc2)CC1)C1CCN(S(=O)(=O)c2cccc3nsnc23)CC1	0.9	1	6	-11	4	-2	-5	1	-2	1.1
O=C1C(Nc2ccc(O)cc2)=C/C(=N/S(=O)(=O)c2cccs2)c2ccccc21	1	0.9	-2	12	100*	13	14	0.9	54*	11*
O=C(O)c1ccc(N2C(=O)CC(SC(=NCc3ccc4c(c3)OCO4)Nc3ccc(F)cc3)C2=O)cc1 (stereo not given)	1	1	-1	-14	8	1	-3	1	8	4.3

Another view of part of the listing above.
Molecule: Cc1cc(C)cc(OCC(=O)OCC(=O)Nc2ccc(Cl)cn2)c1
  bIAP activator: 1; TNAP act hi DEA: 1; bIAP inh: 4; TNAP inh no acc: -1; L major viab: -11; TNAP inh hiacc: 2; FLuc inh counter: 1; FLuc stim CS: 1; APP transl inh: 0; RAM network inh: 2.7

Molecule: Cc1noc(C)c1CSc1nc2sc3c(c2c(=O)n1C)CCCC3
  bIAP activator: 1; TNAP act hi DEA: 1.1; bIAP inh: -1; TNAP inh no acc: -37; L major viab: 0; TNAP inh hiacc: -7; FLuc inh counter: -4; FLuc stim CS: 1; APP transl inh: -18; RAM network inh: 2.1

New compounds follow
SMILES	bIAP activator	TNAP act hi DEA	bIAP inh	TNAP inh no acc	L major viab	TNAP inh hiacc	FLuc inh counter	FLuc stim CS	APP transl inh	RAM network inh
O=c1c2ccccc2nc(-c2ccc(Cl)cc2Cl)n1O	1.1	1	-8	-9	1	-4	-5	1	-1	2.7
Cn1c(SCC(=O)N2CCc3ccccc3C2)nnc1-c1cccs1	0.9	1	12	-16	78*	-4	-10	1.1	-5	-0.6
Cc1c(NC(=O)C2CCCN2S(=O)(=O)c2cccc3nsnc23)cccc1C(=O)O (stereo not given)	0.9	1.1	7	-16	-8	-10	-7	1.1	-3	2.9
O=C(N/N=C/c1ccncc1)c1ccc2c(c1)OCO2	0.9	1	6	-4	-2	-1	36	0.6	-1	-0.2
Cc1ccc(S(=O)(=O)n2cnc3cc([N+](=O)[O-])ccc32)c(C)c1	0.7	1	33	-7	30	0	-6	1.1	23	-0.8
Cc1ccc(NC(=S)NNC(=O)CSc2nnc(-c3ccc(Cl)cc3)n2C2CCCCC2)cc1	1.1	1.1	-6	-11	0	-11	-11	1.1	1	2.4
COc1cc2cc(C(c3nnnn3Cc3ccc(F)cc3)N3CCCCCC3)c(=O)[nH]c2cc1OC (stereo not given)	1.1	1	-9	-4	28	1	-6	1.1	5	0.0
OC1CCN(C(=S)Nc2ccc(Oc3ccccc3)cc2)CC1	0.9	1	14	-5	-6	-2	-5	1	-4	1.0
CCC(C(=O)OCC(=O)Nc1cc(OC)ccc1OC)c1ccccc1 (stereo not given)	1	1.1	1	1	7	-5	2	1	-2	1.0
COC(=O)c1cn(C(=O)c2cccc(C)c2)c2ccccc12	1	1	-3	-4	-4	0	-2	1	6	1.6
CN(C)/N=C/c1ccc(Sc2ccc([N+](=O)[O-])cc2[N+](=O)[O-])o1	1	1	5	-3	-4	-1	-8	1.1	-23	4.5
O=C(/C=C/c1cccc([N+](=O)[O-])c1)NCCSCc1ccc(Cl)cc1Cl	1	1	2	-11	0	1	-9	1.1	7	12*
COc1cccc(NC(=O)CSc2nnc(Cc3cccs3)n2-c2ccc(C)cc2)c1	1	1	-1	-2	10	-2	0	1	15	6.7
CC1(C)C(CSc2nc3ccccc3[nH]2)C1(Cl)Cl (stereo not given)	1	1	-3	-78	74*	-1	1	1	-28	1.2
CCn1c(COc2ccccc2)nnc1SCC(=O)Nc1ccc2c(c1)OCCO2	0.9	1.1	12	-10	-4	-6	2	1	-10	9.4*
CCOC(=O)c1ccc2[nH]c(C)cc(=O)c2c1	0.8	1	16	-11	-3	-1	1	1	-12	1.9
CCCCn1c(SCC(=O)N(C)C)nnc1-c1ccncc1	1.1	1	-12	-5	-2	-3	0	1	-2	-0.2
COc1cc(OC)cc(C(=O)N(CCCN2C(=O)c3cccc4cccc(c34)C2=O)c2cccc(OC)c2)c1	1.1	1	-6	14	44	-2	-6	1.1	-12	2.6
CCCCN(C)CCn1c(=S)[nH]c2ccc(N3CCOCC3)cc2c1=O	1	1	-3	-7	-2	-2	0	1	-14	-0.7
NS(=O)(=O)c1ccc(NC(=O)CN2CCN(Cc3ccccc3)CC2)cc1	1.1	1	-8	-8	-2	4	0	1	-11	1.7
COc1ccc(/C=C/C(=O)N/C(=C\c2ccco2)C(=O)NCCc2nc3ccccc3[nH]2)cc1	1.1	1	-15	-9	-1	-2	0	1	12	1.5
O=C1CN(C(=S)NC(=O)c2ccc(-c3ccccc3)cc2)CCN1	1	1	-3	-8	-8	-3	4	1	-19	3.9
S=C(Nc1cccc(Br)c1)c1ccccc1	1.1	1.1	-6	-8	0	-7	-2	1	-7	-0.5
Cc1c(Nc2ncnc3c2cnn3-c2ccccc2)c(=O)n(-c2ccccc2)n1C	0.9	1	13	-16	9	-2	-5	1	-36	4.9
O=C(O)C1C2C=CC(C2)C1C(=O)NCc1cccnc1 (stereo not given)	0.9	1	7	-12	-6	-2	-8	1.1	-11	0.0
Cc1ccc(-c2nnn3c2nc(Cl)c2ccccc23)cc1	0.9	1	10	-16	48	-4	47	0.5	-15	1.7
O=C(CNc1ccccc1)Nc1ccc(F)cc1	0.9	1	8	-2	5	-4	2	1	-33	2.2
CCCC(=O)Nc1ccc(Cl)c(NC(=O)c2ccc(Br)o2)c1	0.9	1	10	-6	0	0	-2	1	3	0.3
O=C(Cc1cccs1)Nc1cccc(-c2ccc3nncn3n2)c1	1.1	1	-14	-11	7	-3	1	1	-3	8.5*
O=C1O/C(=C\C(=O)N2CCOCC2)c2ccccc21	0.9	1	5	-13	-6	0	-2	1	-5	0.6
O=CN1CCN(C(=O)c2ccccc2Cl)CC1	0.9	1	12	-7	-7	-2	-8	1.1	33	-0.3
Cc1ccccc1C(=O)NC(=S)Nc1cccc(NC(=O)C(C)C)c1	1.1	1.1	-5	-4	12	-7	-3	1	-6	2.6
O=C(/C=C/c1ccc(Cl)cc1Cl)N1CCc2ccccc21	0.5	1	50	-3	-4	-1	63*	0.4	-103	1.4
Cc1cc(C)n(Cc2ccc(F)cc2)c(=O)c1C#N	0.9	1	5	-10	-4	-3	-1	1	-8	-0.5
COc1ccc(OC)c(S(=O)(=O)Nc2ccc(O)c(Sc3ncn[nH]3)c2)c1	0.9	1	13	74*	-1	1	-1	1	-5	-0.5
CCn1c(CNC(=O)Cc2ccc(OC)cc2)nnc1SCC(=O)c1ccc(Br)cc1	0.9	1	11	-9	1	-3	-2	1	4	2.6
CC(Cc1cccs1)NC(=S)Nc1ccc(F)cc1 (stereo not given)	1.3	1	-27	0	51*	2	0	1	-20	1.7
O=C(c1csc2c1CCCC2)N1CCN(c2ccccc2)CC1	1	1.1	-2	-16	15	-5	-6	1.1	-4	0.8
Cc1ccsc1C(=O)Nc1ccccc1N1CCOCC1	0.9	1	10	-7	-1	-3	11	0.9	-3	1.1
CCSCc1nnc(SCC(=O)Nc2nccs2)n1CC	1	1.1	-1	-41	-7	-5	-7	1.1	3	2.0
Cn1ccnc1SCC(=O)c1ccc2ccccc2c1	1	1	1	2	4	-4	44	0.6	-164	0.4
Cc1ccc(NC2=CC(=O)C(=O)c3ccccc32)cc1	1	0.8	1	18	99*	20	31	0.7	-30	1.3
O=C(Nc1cc(S(=O)(=O)N2CCOCC2)ccc1N1CCCC1)c1ccc2c(c1)S(=O)(=O)c1ccccc1C2=O	0.9	1	14	-16	44	-2	-4	1	7	5.4
